# High-throughput results deposited in PubChem by several laboratories.
# RPL19A TOR yeast: yeast TOR pathway RPL19A-GFP modulation; S. cerevisiae RPL19A-GFP strain, flow cytometry, 3 h; active compounds read low; percent response vs DMSO, % at 10 µM; hit rate 0.3% among 330,000; AID 2025;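 active = percent response vs DMSO below 50%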;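 note: median channel GFP fluorescence of the barcoded RPL19A-GFP strain; ratio of sample median GFP to plate DMSO average so 100% = DMSO; lower means less RPL19A-GFP as with rapamycin TOR inhibition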
# JMJD2C inh: inhibitors of human GASC-1 (JMJD2C) demethylase. Q9H3R0. GST-JMJD2C(1-420) H3K9me3 demethylation, DELFIA europium. inhibition, % at 2.35 µM. hit rate 0.069% among 330,000;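 active = more than half of a compound's replicate wells show inhibition beyond 50%, single wells judged on their own value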;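 note: signal counts dimethyl H3K9 product captured on neutravidin plate; 0% = median of DMSO wells and 100% = 0.3 times that DMSO median; strong numbers were not always called active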
# Target sequence (Q9H3R0 1-420 limits assumed): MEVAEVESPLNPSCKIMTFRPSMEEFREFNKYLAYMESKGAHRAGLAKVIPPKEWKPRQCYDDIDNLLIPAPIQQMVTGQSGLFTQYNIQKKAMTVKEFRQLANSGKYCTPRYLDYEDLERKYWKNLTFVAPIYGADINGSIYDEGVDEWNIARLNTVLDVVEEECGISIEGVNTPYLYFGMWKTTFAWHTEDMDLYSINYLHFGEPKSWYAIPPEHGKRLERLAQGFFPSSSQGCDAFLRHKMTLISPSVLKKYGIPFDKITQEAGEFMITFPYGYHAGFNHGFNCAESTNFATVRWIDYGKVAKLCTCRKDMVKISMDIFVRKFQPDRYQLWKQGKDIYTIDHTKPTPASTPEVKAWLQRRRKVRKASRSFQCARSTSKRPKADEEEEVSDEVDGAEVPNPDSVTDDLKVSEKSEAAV
# LAP4-GFP MLPCN: alters LAP4-GFP fluorescence in TOR pathway yeast screen. hit rate 0.34% among 320,000. S. cerevisiae LAP4-GFP multiplex, flow cytometry GFP, 3 h; median GFP as percent of DMSO wells. GFP response vs DMSO, % at 10 µM;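 active = GFP response vs DMSO above a set limit, about the screen mean plus 3 SD, cut at about 150% in these data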
# MEP2-GFP yeast: alters MEP2-GFP fluorescence in TOR pathway yeast screen. GFP response vs DMSO, % at 10 µM. S. cerevisiae MEP2-GFP strain, flow cytometry GFP, 3 h; 100% = DMSO control level. hit rate 0.51% among 330,000. AID 2016;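 active = GFP response versus DMSO above a set limit, roughly screen mean plus 3 SD, cut at about 180% in these data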;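 note: median GFP fluorescence of the barcode-gated MEP2-GFP cells per well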
# AHR activator: human AHR activation | P35869 | AHR-responsive luciferase reporter cells, luminescence | activation, % at 5 µM | hit rate 2.5% among 320,000 | AID 2796; in the data active = activation above about 47%;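 note: 0% = vehicle wells and 100% = reference agonist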
# proCasp3 act: procaspase-3 (human) activation | activation, % at 8.5 µM | recombinant procaspase-3 D3A, Ac-DEVD-pNA absorbance 405 nm | hit rate 0.11% among 330,000 | P42574;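 active = activation above the mean of all tested compounds plus 3 SD, cut at about 21% in these data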;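 note: 0% = DMSO alone and 100% = DMSO wells spiked with extra 5 µM PC-3 D3A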
# Target sequence (P42574 whole entry D9A/D28A/D175A): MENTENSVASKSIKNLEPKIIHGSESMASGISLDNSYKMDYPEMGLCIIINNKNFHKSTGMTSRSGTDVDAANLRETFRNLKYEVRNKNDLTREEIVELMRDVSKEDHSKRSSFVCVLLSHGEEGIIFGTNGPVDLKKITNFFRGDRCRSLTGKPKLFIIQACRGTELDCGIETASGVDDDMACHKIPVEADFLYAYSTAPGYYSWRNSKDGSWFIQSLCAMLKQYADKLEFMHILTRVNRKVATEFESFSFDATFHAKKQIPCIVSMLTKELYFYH
#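 Assay system: Procaspase-3 D3A mutant, all three cleavage aspartates alanine. Buffer or medium: Zinc-free HEPES saline buffer with Triton X-100. Times: 1 h compound preincubation, 2 h substrate hydrolysis at 25 °C. Measured by: 405 nm absorbance of p-nitroaniline, reads at 0 and 120 min. Read-out basis: percent activation relative to control range. Replicates: singlicate.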
# Yeast superoxide: yeast age-related superoxide inhibition as caloric restriction mimetic; S. cerevisiae aged cells, superoxide DHE fluorescence; active compounds read low; superoxide response (% of plate mean), % at 10 µM; hit rate 0.18% among 330,000;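 active = superoxide response under a set limit, about three screen SD below normal, cut at about 65% in these data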;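 note: yeast aged for seven days with compound at 30 °C before DHE staining; 100% = average MFI of all compound-treated wells on the plate with controls excluded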
# proCasp7 act: counter-screen for procaspase-3 activators: activators of human procaspase-7; recombinant procaspase-7, Ac-DEVD-pNA absorbance 405 nm; D23A/D198A/D206A triple mutant, cannot self-cleave; scale: DMSO 0, 5 µM enzyme 100; hit rate 0.093% among 330,000; activation, % at 8.5 µM; P55210;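 active = percent activation above the screen-wide mean plus 3 SD, cut at about 25% in these data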
# Target sequence (P55210 whole entry D23A/D198A/D206A): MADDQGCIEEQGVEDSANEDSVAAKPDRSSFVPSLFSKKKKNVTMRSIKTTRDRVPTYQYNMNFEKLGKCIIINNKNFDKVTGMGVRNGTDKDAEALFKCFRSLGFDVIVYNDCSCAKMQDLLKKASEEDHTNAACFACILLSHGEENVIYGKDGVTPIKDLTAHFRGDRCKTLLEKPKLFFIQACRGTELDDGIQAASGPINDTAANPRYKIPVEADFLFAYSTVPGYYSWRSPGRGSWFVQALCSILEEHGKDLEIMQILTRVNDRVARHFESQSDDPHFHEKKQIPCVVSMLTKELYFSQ
#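 System: Procaspase-7 triple mutant (PC-7 D3A); measure: % activation from two-timepoint absorbance difference, scaled to controls; times: 1 h compound preincubation, 2 h substrate cleavage, 25 °C; also added: Ac-DEVD-pNA substrate, 400 µM as added; measured by: Epi-absorbance of released pNA at 405 nm, two timepoints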
# Active calls of the source: *; · = not tested or not shown; & = joins results of further samples.
SMILES,RPL19A TOR yeast,JMJD2C inh,LAP4-GFP MLPCN,MEP2-GFP yeast,AHR activator,proCasp3 act,Yeast superoxide,proCasp7 act
O=P1(Nn2cnnc2)C=C(c2ccccc2)OC(c2ccccc2)=C1,97.8,3.0,96.4,100.5,-1.2,3.6,103.7,4.5
COc1cccc(C2=NOC(C(=O)Nc3cccnc3Cl)C2)c1OC (centres undefined),99.1,-4.3,95.7,103.2,1.8,-1.9,93.1,-4.5
CCNC(=S)N/N=C1\CCCCc2ccccc21,95.7,-0.1,102.5,97.7,4.9,7.9,104.9,1.1
Cn1c(C(=O)N2CCN(c3cccc(C(F)(F)F)c3)CC2)cc2sccc21,102.3,1.0,94.6,105.4,-0.1,-2.2,124.3,-5.5
Cn1c(C(=O)N2CCCC(C(=O)c3ccc(C(F)(F)F)cc3)C2)cc(=O)n(C)c1=O (centres undefined),97.6,10.0,107.4,101.2,2.9,-1.8,98.3,10.7
Cc1ccc(S(=O)(=O)Nc2ccc(C(=O)N3CCN(c4ccccc4O)CC3)cc2)cc1[N+](=O)[O-],98.4,11.4,101.5,94.8,-1.5,-3.6,114.0,-4.3
CCN(CC)S(=O)(=O)c1ccc(OC)c(NC(=O)C2CC(=O)N(c3ccc(C)cc3)C2)c1 (centres undefined),102.6,-8.5,100.4,106.5,0.4,5.5,110.0,4.4
O=C(COC(=O)/C=C/c1ccc(C(F)(F)F)cc1)NC1CCS(=O)(=O)C1 (centres undefined),94.8,-3.7,91.5,98.2,-0.8,-2.5,101.5,-2.0
Cc1ccc(NC(=O)CNC(=O)c2ccco2)nc1,95.2,6.9,91.8,91.5,3.1,1.1,95.4,-3.1
CN(C)S(=O)(=O)c1ccc(NC(=O)CSc2ncnc3ccccc23)cc1,111.2,2.0,87.0,97.5,3.1,1.8,116.6,-8.0
Cc1nc2cc(-c3ccccc3)[nH]n2c(=O)c1C,109.3,-7.4,99.7,114.2,33.6,0.7,96.2,3.4
CC(=O)c1ccc(S(=O)(=O)N2CCN(C(=O)C3CCCC3)CC2)cc1,104.1,-15.9,106.1,104.8,2.1,-5.4,87.3,-6.9
COc1cc(/C=N/NC(=O)c2cccc(NC(=O)c3ccccc3Cl)c2)ccc1O,108.8,-17.2,81.1,110.6,24.6,-6.8,96.2,4.1
COc1ccc(Oc2c(C=O)c3ccccc3n2C)cc1,104.5,5.1,115.3,105.1,3.4,5.4,96.3,6.3
CC(C)Cn1c(SCC(=O)c2c(N)n(C)c(=O)n(C)c2=O)nc2ccccc21,91.5,-4.1,83.6,79.1,12.1,-1.5,101.9,4.7
CC(C)c1ccc(NC(=O)C2CCN(S(=O)(=O)c3ccc4c(c3)NC(=O)CO4)CC2)cc1,103.8,-5.3,107.8,106.1,2.1,10.9,98.0,-5.7
COCCN(C(=S)Nc1ccccc1C)C(C)c1cccs1 (centres undefined),96.2,25.6,92.1,116.7,0.5,0.0,107.4,15.7
O=C(O)C1CCCCC1C(=O)Nc1ccc(S(=O)(=O)N2CCCCC2)cc1 (centres undefined),103.2,-18.0,96.1,104.5,-0.5,3.2,98.3,9.1
O=S(=O)(Nc1nc2ccccc2nc1NCc1ccco1)c1cccs1,100.3,-0.3,101.3,100.4,2.5,-7.5,112.6,-4.7
Cc1ccc(NC(=O)c2cc(S(=O)(=O)N3CCCC3)c[nH]2)c(C)c1,99.3,3.5,105.3,102.8,5.5,4.6,100.3,3.9

# Grouped by structure, the compounds so far containing a furan ring, fused or not (2)
SMILES,RPL19A TOR yeast,JMJD2C inh,LAP4-GFP MLPCN,MEP2-GFP yeast,AHR activator,proCasp3 act,Yeast superoxide,proCasp7 act
Cc1ccc(NC(=O)CNC(=O)c2ccco2)nc1,95.2,6.9,91.8,91.5,3.1,1.1,95.4,-3.1
O=S(=O)(Nc1nc2ccccc2nc1NCc1ccco1)c1cccs1,100.3,-0.3,101.3,100.4,2.5,-7.5,112.6,-4.7

# Additional entries:
SMILES,RPL19A TOR yeast,JMJD2C inh,LAP4-GFP MLPCN,MEP2-GFP yeast,AHR activator,proCasp3 act,Yeast superoxide,proCasp7 act
C[C@H]1CC[C@@]2(O[C@H](CCO)C[C@H](O)[C@H]2O)O1,96.6,6.7,95.9,86.4,0.7,-1.2,99.9,2.0
CC(C)(C)OC(=O)NCCCCCNC(=O)c1nc[nH]c1C(=O)NCC(=O)OCc1ccccc1,100.5,-0.8,91.4,97.7,-0.4,4.8,92.9,8.3
CCCCn1c(N)c(N(CC(C)C)C(=O)c2cccc(S(=O)(=O)N3CC(C)OC(C)C3)c2)c(=O)[nH]c1=O (centres undefined),96.0,-2.8,104.3,94.7,-3.2,0.6,117.2,1.8
Cc1cc(-c2ccc(Cl)cc2)oc(=O)c1NC(=O)c1ccccc1,103.1,6.8,101.4,100.7,-2.2,-12.5,77.2,4.9
Cc1ccc(S(=O)(=O)N2CCN(S(=O)(=O)N3CCC(C)CC3)CC2)cc1C,104.1,-0.1,96.7,104.3,-2.4,2.8,117.8,11.1
Cc1c(Cc2ccccc2)c(=O)oc2c(C)c(OCc3nn[nH]n3)ccc12,·,·,100.6,107.4,-0.2,-1.9,106.0,4.6
CCOC(=O)C1CCCN(C(=O)CC(c2ccccc2)c2ccccc2)C1 (centres undefined),106.2,27.1,117.1,103.4,0.1,4.2,90.2,1.9
Cc1ccc(S(=O)(=O)N2CCN(C(=O)CCC(=O)OCC(=O)Nc3cccc(C#N)c3)CC2)cc1,101.3,2.0,105.0,104.8,3.8,8.8,86.2,4.8
CC(C)CC(COCc1ccc(C(F)(F)F)cc1)N1CCN(C(=O)c2ccc(C(F)(F)F)cc2)CCC1=O (centres undefined),101.0,20.8,111.2,101.0,-1.6,1.6,94.5,-3.4
COc1ccc(N2CCN(C(=O)CN(Cc3ccc(Cl)cc3)S(C)(=O)=O)CC2)cc1,98.5,-2.0,95.5,103.3,-0.2,-6.3,89.9,-1.3
Cc1cc(Cl)c(S(=O)(=O)N2CC(C)OC(C)C2)cc1OCC(N)=O (centres undefined),98.4,0.6,100.1,104.5,0.3,12.5,92.8,6.1
COC(=O)c1ccc(C(=O)OC)nc1,96.6,-0.9,100.9,104.8,3.5,2.6,92.1,7.0
COc1ccc(OC)c(S(=O)(=O)Nc2ccc(O)c3ccccc23)c1,90.4,-4.5&-3.4,90.3,91.8,16.7,-11.8,118.2,-27.9
COc1ccc(C(=O)NC(=S)Nc2ccc(N3CCOCC3)c(Cl)c2)cc1[N+](=O)[O-],104.3,-5.4,101.3,97.8,5.8,1.9,90.3,-1.1
COc1ccc(N2CCCC2)c(NC(=O)COc2ccccc2Cl)c1,99.5,26.2,91.5,101.9,16.4,2.4,93.8,3.7
CCCCNC(=NCc1cccc(C(F)(F)F)c1)Nc1ccccc1,105.9,1.3,93.1,108.4,-0.1,2.3,95.8,6.9
O=C(c1ccc(CS(=O)(=O)c2c(Cl)cccc2Cl)o1)N1CCN(c2ccccn2)CC1,101.4,-6.0,103.2,105.0,93.8*,10.6,100.2,-1.2
COc1cc(OC)c(OC)cc1/C=N/NC(=O)c1cnccn1,107.4,-7.3,100.8,102.0,8.8,-4.4,97.2,-4.2
CC(C)(C)NC(=O)COC(=O)c1ccc(Cl)cc1O,101.2,-4.6,103.2,99.3,2.6,11.0,102.4,2.8
CC(=O)N1CCc2cc3nc(C)cc(C)c3cc21,107.0,-1.5,99.6,102.8,1.7,5.7,105.2,3.7
COc1ccccc1/C=C/C(=O)OCc1nc2ccccc2c(=O)[nH]1,95.3,26.2,103.3,76.6,32.9,1.6,107.8,3.7
Cn1c(/N=C/c2cccs2)nc2ccccc21,95.7,3.6,94.3,96.6,10.0,3.8,91.5,1.4
CC(C(=O)O)N(c1ccccc1Cl)S(C)(=O)=O (centres undefined),93.9,6.0,116.5,89.3,-1.2,10.4,99.2,-1.9
O=C(CSc1c[nH]c2ccccc12)NC1CCCC1,97.1,2.8,112.5,102.1,15.4,5.0,115.4,-3.9
O=C(CSCc1ccccc1)NNc1c(F)c(F)cc(F)c1F,101.7,-4.6,95.0,85.8,3.7,-1.3,67.2,-10.8
Cn1c(-c2ccccc2)n[nH]c1=S,100.1,-1.8,105.3,102.2,1.8,-5.8,98.3,-0.6
CC1OC(Nc2cccc3ccccc23)C(O)C(O)C1O (centres undefined),104.1,-6.6,102.7,100.8,45.2,-6.2,108.2,-17.9
O=c1cnnc(Nc2ccc(Cl)c(C(F)(F)F)c2)[nH]1,91.7,-39.2,89.1,95.4,4.1,3.0,90.6,-0.8
CN1CCN(/N=C/c2ccc(C#N)cc2)CC1,98.9,-0.1,99.9,100.3,0.4,-1.4,99.8,-3.6
Cn1c(=O)n(C/C=C/c2ccccc2)c(=O)c2c1nc1n2CCCN1Cc1ccccc1,99.4,11.5,104.9,103.5,0.5,-6.2,103.2,17.4
O=C(O)c1ccccc1C(=O)NCc1ccccc1,100.6,7.9,96.5,101.3,3.2,7.3,113.1,-1.9
C/C(=N\Nc1cccc(C(F)(F)F)c1)c1ccc(O)cc1,99.7,25.4,103.7,103.4,9.3,-4.7,106.4,-8.0
O=C(CCN1C(=O)[C@@H]2Cc3ccccc3CN2C1=O)NCc1ccccc1,103.4,-4.4,97.5,103.5,0.4,3.5,106.2,7.0
NC(N)=N/N=C/c1cccc(Cl)c1Cl,96.5,0.4,90.0,94.4,6.7,-8.1,104.9,9.1
COc1cccc(C(c2nnnn2Cc2ccccc2)N2CCN(C3CCCC3)CC2)c1OC (centres undefined),104.0,-1.8,96.4,101.9,-6.5,-2.2,87.7,1.8
COC(=O)Cn1c(=NC(=O)c2ccc(S(=O)(=O)N3CCc4ccccc4C3)cc2)sc2cc(OC)ccc21,103.5,·,99.4,95.7,0.8,5.9,97.6,7.0

# Copied from the list:
# proCasp3 act, `O=C(O)c1ccccc1C(=O)NCc1ccccc1` reads 7.3
# proCasp7 act, `COC(=O)Cn1c(=NC(=O)c2ccc(S(=O)(=O)N3CCc4ccccc4C3)cc2)sc2cc(OC)ccc21` reads 7.0
# proCasp3 act, `O=c1cnnc(Nc2ccc(Cl)c(C(F)(F)F)c2)[nH]1` reads 3.0
# Yeast superoxide, `CC(C(=O)O)N(c1ccccc1Cl)S(C)(=O)=O` (centres undefined) reads 99.2

# Some of these compounds in order of heavy-atom count, rising.
SMILES,RPL19A TOR yeast,JMJD2C inh,LAP4-GFP MLPCN,MEP2-GFP yeast,AHR activator,proCasp3 act,Yeast superoxide,proCasp7 act
Cc1cc(Cl)c(S(=O)(=O)N2CC(C)OC(C)C2)cc1OCC(N)=O (centres undefined),98.4,0.6,100.1,104.5,0.3,12.5,92.8,6.1
Cn1c(=O)n(C/C=C/c2ccccc2)c(=O)c2c1nc1n2CCCN1Cc1ccccc1,99.4,11.5,104.9,103.5,0.5,-6.2,103.2,17.4
CC(C)(C)OC(=O)NCCCCCNC(=O)c1nc[nH]c1C(=O)NCC(=O)OCc1ccccc1,100.5,-0.8,91.4,97.7,-0.4,4.8,92.9,8.3
